PRC2 inh: blocks human EZH2/PRC2 H3K27 methylation. Q15910. DELFIA TRF, 1 h. inhibition, % at 12.5 µM. 57,000 tested, 0.35% active. AID 651548;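 active = mean inhibition of replicates at least 50% and every single replicate also reaching 50%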;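 note: dimethyl H3K27 on biotinylated H3 21-44 peptide detected by antibody; plate controls were median neutral control wells for no effect and median positive control wells for full effect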
IDH1 R132H inh: inhibitors of human IDH1 R132H | IDH1 R132H reductase, diaphorase/resazurin fluorescence, 60 min | inhibition, % at 10 µM | 70,000 tested, 0.18% active; in the data active = inhibition above about 34%;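 note: 0% = DMSO and 100% = no enzyme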
Target sequence (O75874 whole entry R132H): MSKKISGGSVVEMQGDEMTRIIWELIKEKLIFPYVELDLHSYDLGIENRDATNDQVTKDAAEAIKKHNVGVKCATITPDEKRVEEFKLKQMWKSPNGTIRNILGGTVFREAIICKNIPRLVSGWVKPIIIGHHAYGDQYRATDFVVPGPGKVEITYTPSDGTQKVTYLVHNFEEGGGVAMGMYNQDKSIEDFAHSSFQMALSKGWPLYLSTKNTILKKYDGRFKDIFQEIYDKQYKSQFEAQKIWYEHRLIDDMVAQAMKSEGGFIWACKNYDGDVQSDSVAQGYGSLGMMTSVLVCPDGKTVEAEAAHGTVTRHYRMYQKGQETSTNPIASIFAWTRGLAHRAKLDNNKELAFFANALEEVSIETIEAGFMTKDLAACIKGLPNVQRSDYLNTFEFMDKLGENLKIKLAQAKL
Active calls of the source: *; x = no result given.

SMILES | PRC2 inh | IDH1 R132H inh
Cc1sc2ncn(CC(=O)Nc3ccc(Oc4ccccc4)cc3)c(=O)c2c1C | 15.1 | 0.5
CC(C)CC#Cc1ccc2c(c1)O[C@@H](CN(C)C(=O)C1CCCCC1)[C@H](C)CN([C@H](C)CO)S2(=O)=O | -1.5 | -8.5
COc1ccc(NC(=O)Nc2ccc3c(c2)C(=O)N([C@H](C)CO)C[C@@H](C)[C@H](CN(C)C(=O)Nc2ccc(OC)cc2)O3)cc1 | x | -9.5
Cc1ccc(S(=O)(=O)Nc2ccc3c(c2)CC(=O)N([C@H](C)CO)C[C@H](C)[C@@H](CN(C)S(=O)(=O)c2c(C)noc2C)O3)cc1 | x | -0.4
Cc1ccc(Oc2ncccc2NS(=O)(=O)c2ccc(-c3ccccn3)s2)c2c1CCC2 | 10.9 | -3.6
CN(CCO)c1ccc(/C=N/NC(=O)CCCCCCC(=O)NO)cc1 | -13.3 | 0.2
CO[C@@H]1CN(C)C(=O)c2cc(NC(=O)C3CC3)ccc2OC[C@H](C)N(C)C[C@H]1C | 2.6 | 0.1
CCCCCCCCC(=O)NCc1cc(OC)c(O)cc1I | 12.3 | -1.4
COc1ccc2cc(C(=O)NCc3ccco3)c(=O)oc2c1 | 4.0 | -0.1
C[C@@H]1CN([C@H](C)CO)C(=O)Cc2cc(NC(=O)Nc3cccc4ccccc34)ccc2O[C@H]1CN(C)Cc1ccc(-c2ccccc2)cc1 | x | 0.2
C[C@@H]1CN([C@@H](C)CO)C(=O)c2ccccc2-c2ccccc2CO[C@H]1CN(C)S(=O)(=O)c1ccc(F)cc1 | -30.8 | x
COc1ccc(NC(=O)Cc2coc3c(C)c(C)ccc23)c(OC)c1 | 17.4 | -0.6
C[C@H](CO)N1C[C@H](C)[C@@H](CN(C)C(=O)c2ccncc2)Oc2ncc(-c3ccc(F)cc3)cc2C1=O | 10.1 | 0.1
C[C@H](O)C#Cc1ccc2c(c1)O[C@H](CN(C)Cc1ccccn1)[C@H](C)CN([C@H](C)CO)S2(=O)=O | -6.7 | 1.8
CC(C)CC#Cc1cnc2c(c1)C(=O)N([C@H](C)CO)C[C@@H](C)[C@H](CN(C)Cc1ccccc1C(=O)O)O2 | 5.4 | 0.2
Cc1cccc(N(CC(=O)Nc2ccc(F)cc2)S(C)(=O)=O)c1C | -10.3 | -0.1
C[C@@H]1CCCCO[C@H](CN(C)S(C)(=O)=O)[C@@H](C)CN([C@H](C)CO)C(=O)c2cc(NC(=O)c3ccncc3)ccc2O1 | x | -0.5
CCC(=O)Nc1ccc2c(c1)C(=O)N(C)C[C@@H](OC)[C@H](C)CN(Cc1ccc(-c3ccccn3)cc1)[C@H](C)CO2 | -9.3 | -0.7
COc1ccccc1NC(=O)CSc1ncc(-c2ccccc2)nn1 | -16.6 | 0.9
C[C@@H]1CCCCO[C@@H](CN(C)C(=O)C2CCCCC2)[C@H](C)CN([C@@H](C)CO)C(=O)c2cc(NC(=O)CCCCCC(=O)Nc3ccccc3N)ccc2O1 | x | -1.6
CO[C@@H]1CN(C)C(=O)c2cc(NC(=O)NC(C)C)ccc2OC[C@H](C)N(CCC(F)(F)F)C[C@@H]1C | -13.7 | x
CCC(=O)Nc1ccc2c(c1)C(=O)N(C)C[C@H](OC)[C@H](C)CN(Cc1cncnc1)[C@H](C)CO2 | 9.9 | 0.2
CC(C)NC(=O)Nc1ccc2c(c1)C(=O)N([C@H](C)CO)C[C@@H](C)[C@H](CN(C)C(=O)C1CCCCC1)OCCCC[C@@H](C)O2 | 1.3 | -0.1
COc1ccc(NC(=O)Nc2ccc3c(c2)C(=O)N([C@H](C)CO)C[C@@H](C)[C@H](CN(C)C(=O)Cc2ccccc2)OCCCC[C@H](C)O3)cc1 | x | 0.3
COCC(=O)Nc1ccc2c(c1)C(=O)N(C)C[C@@H](OC)[C@H](C)CN(C(C)=O)[C@H](C)CO2 | 1.1 | -0.2

Some of these compounds in order of SMILES length, lowest first:
SMILES | PRC2 inh | IDH1 R132H inh
Cc1sc2ncn(CC(=O)Nc3ccc(Oc4ccccc4)cc3)c(=O)c2c1C | 15.1 | 0.5
CO[C@@H]1CN(C)C(=O)c2cc(NC(=O)C3CC3)ccc2OC[C@H](C)N(C)C[C@H]1C | 2.6 | 0.1
C[C@H](O)C#Cc1ccc2c(c1)O[C@H](CN(C)Cc1ccccn1)[C@H](C)CN([C@H](C)CO)S2(=O)=O | -6.7 | 1.8
CC(C)CC#Cc1cnc2c(c1)C(=O)N([C@H](C)CO)C[C@@H](C)[C@H](CN(C)Cc1ccccc1C(=O)O)O2 | 5.4 | 0.2
C[C@@H]1CN([C@@H](C)CO)C(=O)c2ccccc2-c2ccccc2CO[C@H]1CN(C)S(=O)(=O)c1ccc(F)cc1 | -30.8 | x
CCC(=O)Nc1ccc2c(c1)C(=O)N(C)C[C@@H](OC)[C@H](C)CN(Cc1ccc(-c3ccccn3)cc1)[C@H](C)CO2 | -9.3 | -0.7
C[C@@H]1CN([C@H](C)CO)C(=O)Cc2cc(NC(=O)Nc3cccc4ccccc34)ccc2O[C@H]1CN(C)Cc1ccc(-c2ccccc2)cc1 | x | 0.2
Cc1ccc(S(=O)(=O)Nc2ccc3c(c2)CC(=O)N([C@H](C)CO)C[C@H](C)[C@@H](CN(C)S(=O)(=O)c2c(C)noc2C)O3)cc1 | x | -0.4
C[C@@H]1CCCCO[C@@H](CN(C)C(=O)C2CCCCC2)[C@H](C)CN([C@@H](C)CO)C(=O)c2cc(NC(=O)CCCCCC(=O)Nc3ccccc3N)ccc2O1 | x | -1.6

Continuation:
SMILES | PRC2 inh | IDH1 R132H inh
Cc1noc(C)c1S(=O)(=O)Nc1ccc2c(c1)CC(=O)N([C@@H](C)CO)C[C@H](C)[C@@H](CN(C)Cc1ccc(Oc3ccccc3)cc1)O2 | x | 0.9
C[C@@H]1CN([C@H](C)CO)C(=O)Cc2cc(NC(=O)Nc3ccc(F)cc3)ccc2O[C@@H]1CN(C)Cc1ccc(C(=O)O)cc1 | 8.1 | 3.0
Cc1noc(C)c1NC(=O)N[C@H]1CC[C@@H](CC(=O)Nc2ccc(-c3ccccc3)cc2)O[C@H]1CO | 6.8 | -0.2
C/C=C/c1ccc2c(c1)O[C@H](CN(C)CC1CC1)[C@H](C)CN([C@H](C)CO)S2(=O)=O | -8.5 | -1.8
O=C(Nc1ccccc1F)N[C@H]1CC[C@H](CCNC(=O)C2CC2)O[C@H]1CO | -3.6 | 0.4
C[C@@H]1CN([C@H](C)CO)C(=O)c2cc(NC(=O)C3CC3)ccc2O[C@@H]1CN(C)S(C)(=O)=O | 2.2 | 0.2
Cc1cccc(S(=O)(=O)N[C@@H]2CC[C@@H](CCNC(=O)Nc3cc(F)ccc3F)O[C@@H]2CO)c1 | 9.2 | -0.6
COCCNC(=O)C[C@H]1C[C@@H]2c3cc(NS(C)(=O)=O)ccc3O[C@@H]2[C@@H](CO)O1 | -10.2 | -0.2
C[C@H]1CCCCO[C@@H](CN(C)C(=O)CCC(F)(F)F)[C@@H](C)CN([C@@H](C)CO)C(=O)c2cc(NC(=O)C3CCCCC3)ccc2O1 | x | 3.8
C[C@@H]1CN([C@H](C)CO)C(=O)c2cccc(NS(=O)(=O)c3ccc(F)cc3)c2O[C@H]1CN(C)Cc1ccc(C(F)(F)F)cc1 | -8.2 | 0.7
c1ccc2c(c1)N1CCCCCC1N2Cc1ccncc1 (stereo unspecified) | -1.1 | -0.4
C[C@@H]1CCCCO[C@@H](CN(C)C(=O)CCCN(C)C)[C@@H](C)CN([C@@H](C)CO)C(=O)c2cc(NC(=O)CCCN(C)C)ccc2O1 | x | 1.7
CO[C@@H]1CC[C@@H]2CCOc3c(C#N)cccc3C(=O)N(C)C[C@@H](C)C(=O)N(C)C[C@@H]1O2 | 5.6 | -0.1
CS(=O)(=O)N(CC(=O)Nc1c(F)cccc1F)Cc1ccccc1 | -2.8 | 0.4
COc1ccc(NC(=O)Nc2cccc3c2O[C@H](CN(C)Cc2ccccc2)[C@H](C)CN([C@H](C)CO)C3=O)cc1 | x | -1.9
COCC(=O)N(C)C[C@@H]1Oc2cc(-c3ccccc3F)ccc2S(=O)(=O)N([C@H](C)CO)C[C@H]1C | 0.8 | -0.6
C[C@H]1CCCCO[C@H](CN(C)C(=O)Cc2ccccc2)[C@@H](C)CN([C@@H](C)CO)C(=O)c2cc(NC(=O)NC3CCCCC3)ccc2O1 | x | -1.6
C[C@H](CO)N1C[C@H](C)[C@H](CN(C)C(=O)Nc2ccc3c(c2)OCO3)Oc2ccc(NC(=O)CCC(F)(F)F)cc2CC1=O | 0.4 | x
CCC(=O)Nc1ccc(Cl)c(NC(=O)COc2cc(C)cc(C)c2)c1 | -1.8 | 0.2
Cc1ccc(S(=O)(=O)Nc2ccc3c(c2)C(=O)N([C@H](C)CO)C[C@H](C)[C@@H](CN(C)C(=O)Cc2ccccc2)OCCCC[C@@H](C)O3)cc1 | x | -1.7
CO[C@H]1CN(C)C(=O)c2ccc(NS(=O)(=O)c3cn(C)cn3)cc2OC[C@H](C)NC[C@H]1C | -10.0 | 0.1
Cc1sc2ncnc(SCC(=O)NC3CCCCC3)c2c1C | x | 12.1
CCc1nn(CCCN2CCN(c3cccc(Cl)c3)CC2)c(=O)n1CCOc1ccccc1 | 8.1 | -1.4
C[C@@H]1CN([C@@H](C)CO)S(=O)(=O)c2ccc(-c3ccccc3)cc2O[C@@H]1CN(C)C(=O)C1CCC1 | 21.9 | x
C[C@@H]1CCCCO[C@H](CN(C)S(=O)(=O)c2cccs2)[C@@H](C)CN([C@H](C)CO)C(=O)c2cc(NC(=O)CCCCCC(=O)Nc3ccccc3N)ccc2O1 | -8.5 | 0.0
(next part)
SMILES | PRC2 inh | IDH1 R132H inh
C[C@@H]1CN([C@@H](C)CO)C(=O)c2cc(N(C)C)ccc2O[C@H]1CN(C)Cc1ccc(Cl)c(Cl)c1 | -7.5 | -1.0
C[C@H]1CCCCO[C@@H](CN(C)Cc2ccccc2)[C@@H](C)CN([C@@H](C)CO)C(=O)c2cc(NS(=O)(=O)c3cn(C)cn3)ccc2O1 | x | 2.1
CC(C)CC#Cc1cnc2c(c1)C(=O)N([C@H](C)CO)C[C@H](C)[C@H](CN(C)S(=O)(=O)c1cn(C)cn1)O2 | x | 0.8
C[C@@H]1CN([C@H](C)CO)C(=O)c2cc(NS(=O)(=O)c3cn(C)cn3)ccc2O[C@@H]1CN(C)S(=O)(=O)c1ccc(Cl)cc1 | x | -2.2
COc1cccc(S(=O)(=O)N[C@@H]2C=C[C@@H](CC(=O)NCc3ccc(Cl)cc3)O[C@H]2CO)c1 | 3.0 | -0.4
O=C(Nc1ccc2c(c1)[C@@H]1C[C@H](CC(=O)N3CCOCC3)O[C@H](CO)[C@@H]1O2)C1CCOCC1 | 3.4 | 0.3
CCCNC(=O)N(C)C[C@@H]1Oc2cc(C#CCN(C)C)ccc2S(=O)(=O)N([C@@H](C)CO)C[C@H]1C | -18.6 | 0.2
C/C=C/c1cnc2c(c1)C(=O)N([C@@H](C)CO)C[C@H](C)[C@H](CN(C)C(=O)C1CCC1)O2 | 14.7 | 0.5
Cc1ccc(NC(=O)COc2ccc(Cl)cc2Cl)c([N+](=O)[O-])c1 | 6.0 | 0.0
CCOC(=O)c1c(-c2ccccc2)csc1NC(=O)Cn1c(=O)oc2ccccc21 | 10.6 | 0.2
C[C@H](CO)N1C[C@H](C)[C@@H](CN(C)C(=O)Nc2ccc3c(c2)OCO3)Oc2ncc(-c3ccccc3)cc2C1=O | x | -0.4
O=c1c2ccccc2nc(CSc2nc(C3CC3)nc3ccccc23)n1-c1ccccc1 | -7.5 | -0.4
Cc1noc(C)c1S(=O)(=O)Nc1ccc2c(c1)C(=O)N([C@H](C)CO)C[C@@H](C)[C@@H](CN(C)S(=O)(=O)c1ccccc1)OCCCC[C@@H](C)O2 | x | 0.0
CO[C@@H]1CN(C)C(=O)c2cc(NC(=O)c3cc(C)on3)ccc2OC[C@@H](C)N(C(=O)C2CC2)C[C@H]1C | -13.6 | -0.5
C[C@H]1CCCCO[C@@H](CN(C)S(=O)(=O)c2ccc(F)cc2)[C@@H](C)CN([C@@H](C)CO)C(=O)c2cc(NC(=O)CCC(F)(F)F)ccc2O1 | x | 1.2
C[C@H](CO)N1C[C@H](C)[C@@H](CN(C)C(=O)Nc2ccc3c(c2)OCO3)Oc2c(cccc2N(C)C)C1=O | -2.0 | 1.1
N#Cc1c(NC(=O)CSc2n[nH]c(-c3ccc(Cl)cc3Cl)n2)sc2c1CCCC2 | 52.2* | 0.1
C[C@H]1CN([C@@H](C)CO)S(=O)(=O)c2ccc(C#Cc3cccc(F)c3)cc2O[C@H]1CN(C)C(=O)NC1CCCCC1 | 0.5 | 5.1
CO[C@H]1CN(C)C(=O)c2ccc(NS(C)(=O)=O)cc2OC[C@@H](C)N(C(=O)C2CCOCC2)C[C@H]1C | 10.7 | -0.4
O=C(Nc1ccc(C(F)(F)F)cc1)N[C@H]1CC[C@H](CCNC(=O)c2ccccc2F)O[C@@H]1CO | 8.1 | -0.1
COc1cccc(NC(=O)N(C)C[C@H]2Oc3ncc(Br)cc3C(=O)N([C@H](C)CO)C[C@H]2C)c1 | -0.9 | x
C[C@H]1CN([C@@H](C)CO)S(=O)(=O)c2ccc(C#CCN(C)C)cc2O[C@@H]1CN(C)Cc1cccnc1 | -9.2 | 7.5
C[C@@H]1CN([C@H](C)CO)C(=O)c2cc(/C=C/c3ccccc3)cnc2O[C@H]1CN(C)C(=O)c1ccncc1 | 18.3 | 0.1
COc1cc(/C=C(\C#N)C(=O)Nc2nnc(C(F)(F)F)s2)ccc1OCc1ccc(C(F)(F)F)cc1C(F)(F)F | 1.7 | x
C[C@@H]1CN([C@H](C)CO)C(=O)CCCn2nncc2CO[C@@H]1CN(C)C(=O)OCc1ccccc1 | 9.3 | x
COc1ccc(NC(=O)N(C)C[C@H]2OCc3cnnn3CCCC(=O)N([C@@H](C)CO)C[C@H]2C)cc1 | x | -2.9
O=C1O[C@@H](c2ccccc2)[C@@H](c2ccccc2)N2[C@@H](c3ccc(OCCO)cc3)[C@]3(C(=O)Nc4ccc(C#CC5=CCCCC5)cc43)[C@@H](C(=O)N3CCN(c4ncccn4)CC3)[C@H]12 | -14.2 | 0.2
CCc1ccccc1N(CC(=O)N1CCC(Cc2ccccc2)CC1)S(C)(=O)=O | 23.7 | -0.7

Assay outcomes from PubChem.

This is a subset; count on the stated rates, not on these rows.
